Screening results as filed in PubChem BioAssay.
Runt-SMMHC FRET – inhibitors of RUNX1 Runt–CBFb-SMMHC binding, primary screen, biochemical, FRET, Cerulean-Runt, Venus-CBFb-SMMHC, uHTS; Runt-related transcription factor 1 (Homo sapiens) + Core-binding factor subunit beta …; Cerulean-Runt/Venus-CBFb-SMMHC FRET ratio 530/480, 1 h; inhibition, % at 20 µM; actives 0.74% (n = 220,000);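 active = mean inhibition across duplicate retests at 20 µM reaching about 50%, limit read from the data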;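 note: 0% = DMSO wells and 100% = wells with excess untagged CBFb-SMMHC; inhibitors lower the FRET ratio by blocking Runt binding to CBFb-SMMHC; some results filed as inactive read as strong as hits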
NCF1 inh – p47phox/p22phox peptide binding inhibitors, primary screen, biochemical, uHTS, NADPH oxidase regulatory subunit. Neutrophil cytosol factor 1 (Homo sapiens), P14598. fluorescence polarization, 2 h. inhibition, % at 24.7 µM. actives 0.53% (n = 220,000);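 active = inhibition above about 30%, limit read from the data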;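 note: 0% = p47phox with labelled peptide and 100% = labelled peptide alone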
Target sequence (P14598 whole entry, looked up): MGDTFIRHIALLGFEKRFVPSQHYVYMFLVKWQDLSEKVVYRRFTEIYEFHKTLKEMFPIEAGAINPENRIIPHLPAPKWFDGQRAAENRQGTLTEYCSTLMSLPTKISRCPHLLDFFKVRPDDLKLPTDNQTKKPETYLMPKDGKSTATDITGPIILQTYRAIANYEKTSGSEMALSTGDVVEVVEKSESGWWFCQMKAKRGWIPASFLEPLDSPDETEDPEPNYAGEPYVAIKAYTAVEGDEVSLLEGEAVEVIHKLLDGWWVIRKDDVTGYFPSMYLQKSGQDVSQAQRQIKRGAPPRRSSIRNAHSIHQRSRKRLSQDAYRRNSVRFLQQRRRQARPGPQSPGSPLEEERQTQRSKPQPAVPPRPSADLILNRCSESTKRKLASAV
Runt-CBFb FRET – inhibitors of RUNX1 Runt–CBFb binding, primary screen, biochemical, FRET, Cerulean-Runt, Venus-CBFb, uHTS | Runt-related transcription factor 1 (Homo sapiens) + Core-binding factor subunit beta … | Cerulean-Runt/Venus-CBFb FRET ratio 530/480, 1 h | inhibition, % at 20 µM | actives 0.46% (n = 220,000) | AID 1496, 2009;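 active = inhibition over about 50% at 20 µM in the single-dose screen, limit read from the data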;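 note: 0% = DMSO wells and 100% = excess unlabeled CBFb competitor control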
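test system = Cerulean-tagged RUNX1 Runt domain (FRET donor) fusion protein | reagent = Venus-CBFb binding partner, 100 nM | incubation = protein complex preformed 1 h, compound exposure 1 h, room temperature, dark | detection = FRET fluorescence | read-out basis = loss of energy transfer signal | controls = 5 µM unlabeled CBFb as full-inhibition high control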
Furin inhibitor – human furin inhibitors, primary screen, biochemical, fluorescence intensity | P09958 | purified furin, fluorogenic substrate cleavage | actives 0.061% (n = 220,000) | inhibition, % at 30 µM; in the data active = inhibition above about 25%; note: inactives centre near -15
p97 inhibitor – inhibitors of human p97 ATPase, primary screen, biochemical; actives 0.42% (n = 220,000); inhibition, % at 8 µM; recombinant p97 ATPase, Kinase-Glo ATP luminescence, 3 h; AID 1481, 2009; Transitional endoplasmic reticulum ATPase (Homo sapiens), P55072; in the data active = inhibition above about 15%;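 note: 0% = DMSO vehicle and 100% = wells lacking enzyme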
TbHK1 inh – Trypanosoma brucei hexokinase 1 inhibitors, primary screen, biochemical, G6PDH-coupled NADH absorbance, MLSCN library; AID 1430, 2008; hexokinase 1 [Trypanosoma brucei]; recombinant TbHK1, G6PDH-coupled NADH A340; actives 0.11% (n = 220,000); inhibition, % at 10 µM;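 active = inhibition of 50% or more in the single-dose primary screen; inactive = inhibition below 50%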
RBBP9 inh – human RBBP9 inhibitors, primary screen, biochemical, fluorescence polarization, FP-Rh probe, HTS | Serine hydrolase RBBP9 (Homo sapiens), O75884 | recombinant RBBP9 | inhibition, % at 7.94 µM | actives 0.2% (n = 220,000) | AID 1515, 2009;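 active = inhibition above the campaign mean of all tested compounds plus 3 SD, cut at about 14% in these data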;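 note: plate controls were DMSO wells with RBBP9 for no effect and wells lacking RBBP9 protein for full effect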
Target sequence (O75884 whole entry, looked up): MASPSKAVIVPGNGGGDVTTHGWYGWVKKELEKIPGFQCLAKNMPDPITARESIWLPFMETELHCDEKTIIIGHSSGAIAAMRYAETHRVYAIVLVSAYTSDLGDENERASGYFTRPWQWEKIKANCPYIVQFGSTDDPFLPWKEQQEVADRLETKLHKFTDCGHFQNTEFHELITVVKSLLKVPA
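Test system: recombinant human RBBP9; Timing: 30 min then 45 min, 25 °C; Detection: fluorescence polarization; Control set: RBBP9 with DMSO as uninhibited control, no-protein wells as full inhibition; Compound dosing: one concentration, 7.94 µM nominal, 0.794% DMSO; Probe or stimulus: FP-Rh activity-based probe, 375 nM before mixing.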
m-calpain inh – inhibitors of pig calpain II, primary screen, biochemical, fluorogenic peptide substrate, 1536-well; purified calpain II, 30 min; inhibition, % at 16 µM; actives 0.37% (n = 220,000); AID 1236, 2008;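 active = inhibition above about 50%, limit read from the data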
EBV gp42 inh – Epstein-Barr virus gp42 inhibitors, primary screen, biochemical, uHTS, fluorescence polarization | Fluorescence polarization binding assay, mP read-out | inhibition, % (tested at 21.74 µM) | actives 0.42% (n = 220,000) | AID 1085, 2008; in the data active = inhibition above about 50%
Target sequence (Q1HVG2 whole entry, looked up): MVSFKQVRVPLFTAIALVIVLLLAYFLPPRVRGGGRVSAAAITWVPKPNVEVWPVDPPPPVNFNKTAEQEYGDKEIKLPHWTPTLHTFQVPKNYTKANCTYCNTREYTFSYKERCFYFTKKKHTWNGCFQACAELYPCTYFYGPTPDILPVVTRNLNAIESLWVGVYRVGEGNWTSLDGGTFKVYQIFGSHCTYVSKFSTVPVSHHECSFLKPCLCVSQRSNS
* hit, by the source's call; · = not tested or not shown; & = joins results of further samples; [ ] = dose if it differs, or a comment.

Runt-SMMHC FRET | NCF1 inh | Runt-CBFb FRET | Furin inhibitor | p97 inhibitor | TbHK1 inh | RBBP9 inh | m-calpain inh | EBV gp42 inh | SMILES
-11 | -7 | 1 | -20 | 0 | 3 | -5 | 23 | 4 | Cc1ccc(S(=O)(=O)N2CCN(C(=O)N3CCOCC3)C2C(C)C)cc1 (stereo not given)
0 | -1 | -3 | -14 | -4 | -15 | -10 | 36 | 1 | COc1ccc(/C=C/C(=O)Nc2cccc(F)c2)cc1S(=O)(=O)N1CCOCC1
-10 | 4 | -2 | -25 | 2 | -1 | -6 | 1 | -14 | O=C(NC1CCCCC1)C1CCN(S(=O)(=O)N2CCCCCC2)CC1
1 | -4 | -2 | -11 | 4 | 2 | 5 | 2 | 0 | COC(=O)C1=C(N)Oc2cc(C)n(Cc3cccnc3)c(=O)c2C1c1ccc(OC)c(OC)c1 (stereo not given)
4 | -6 | -2 | -17[20 µM] | -7 | -13 | 0 | -124 | 2 | Cc1ccc(S(=O)(=O)/N=C(\N)Nc2nc(C)c3cc(C)c(C)cc3n2)cc1
0 | -3 | -1 | -30 | 1 | -1 | 0 | 15 | -6 | Cc1ccc(NC(=O)NC2CCCCC2)cc1S(=O)(=O)N1CCOCC1
2 | 2 | 2 | -22 | 2 | 5 | -6 | 1 | 0 | CCCCn1nc(CC(=O)O)c2ccccc2c1=O
0 | -8 | 2 | -5[20 µM] | -8 | -19 | -14 | 34 | -11 | Cc1ccc(NC(=O)c2ccc(CNS(=O)(=O)c3cccc(C(F)(F)F)c3)cc2)cc1
2 | -4 | -1 | -13 | 3 | -25 | 5 | -20 | 0 | COC(CNC(=O)C1CCCN(S(=O)(=O)c2c(C)noc2/C=C/c2cccs2)C1)OC (stereo not given)
-7 | -11 | 0 | -6 | -4 | 11 | -6 | -6 | -13 | CCn1c(=O)cc(OCC(=O)Nc2cccnc2)c2ccccc21
-2 | -8 | 2 | -9[20 µM] | 0 | 0 | 10 | 7 | -14 | Cc1ccc(SCc2cc(=O)[nH]c(N3CCN(C)CC3)n2)cc1
-4 | -10 | 0 | -16 | -3 | 3 | -2 | 10 | -27 | O=C(O)CCCn1nc(C(F)(F)F)c2c1CCCCC2
0 | -6 | 0 | -17[20 µM] | 3 | 7 | 3 | 11 | 1 | Cc1c(NC(=O)CSc2nnc3sc4ccccc4n23)c(=O)n(-c2ccccc2)n1C
0 | -10 | 0 | -14 | -3 | 6 | -11 | 19 | -10 | CC(=O)N1CCc2cc(S(=O)(=O)NCCC(=O)Nc3cccc(C)c3)ccc21
2 | 0 | -1 | -16 | 1 | 24 | -8 | 22 | 10 | CNC(=O)c1nnn(-c2ccccc2)c1C(=O)NC
-2 | -6 | -1 | -28 | 5 | 0 | -5 | -11 | -24 | COc1ccc(CN2CCNC(=O)C2CC(=O)O)cc1OC (stereo not given)
0 | 2 | · | -11 | 1 | 1 | 3 | -3 | -10 | COC(=O)COc1ccc(S(=O)(=O)N2CCN(c3ccc(OC)cc3)CC2)cc1
-4 | -4 | -1 | 2 | 4 | -17 | -5 | -1 | -14 | CCOCC(=O)N1CCN(c2ccc([N+](=O)[O-])cc2)CC1
0 | -7 | 2 | -16 | -1 | -1 | 1 | 23 | 5 | CCCNC(=O)NC(=O)COC(=O)/C=C/c1cc(Br)ccc1F
-40 | 3 | -1 | -9[20 µM] | -7 | -8 | -1 | 4 | -3 | COc1ccccc1CNn1c(-c2cccc(C)c2)nc2ccccc2c1=O
5 | -3 | -3 | -23[20 µM] | 3 | -5 | -3 | -1 | -8 | S=C(Nc1ccc(Cl)cc1)c1nc2ccccc2s1
-1 | -7 | 0 | -20 | 1 | -8 | -6 | -16 | -9 | CCOC(=O)C(NCCOC)(NC(C)=O)C(F)(F)F (stereo not given)
2 | 1 | 10 | -2 | -3 | -9 | -10 | 26 | -75 | c1ccc2c(c1)Nc1cc3ccccc3cc1S2
-2 | -1 | -1 | -3[20 µM] | -4 | 7 | -1 | -34 | -10 | O=C(COC(=O)C1(c2ccccc2F)CCCC1)NC1CCS(=O)(=O)C1 (stereo not given)
0 | 7 | -1 | -16[20 µM] | 0 | 3 | 2 | -8 | -15 | O=C(CN1CCN(c2ccccc2)CC1)Nc1nccs1
0 | -12 | -6 | -20 | 4 | -14 | -3 | 16 | -7 | Cn1c(=O)n(/N=C/c2ccccc2)c2ccccc21
-1 | -11 | -1 | -17[20 µM] | -4 | -4 | -10 | -8 | -12 | COC(=O)CSc1nnc(-c2ccc(S(=O)(=O)NCc3ccccc3Cl)cc2)o1
-2 | -17 | -2 | -19[20 µM] | 2 | 2 | -3 | -5 | -11 | Cc1ccc(CSc2nc3c(cc2C#N)CCC3)cc1
0 | -8 | 1 | -6[20 µM] | -8 | 2 | -14 | -8 | -24 | Cc1ccc(-n2ncc(C(=O)NCc3ccc4c(c3)OCO4)c2NC(=O)c2ccco2)cc1C
2&0 | 4&17 | -1&2 | -15 | 7&-7 | 4 | -3&-15 | -19&15 | 0&-8 | CN(C)CCN(Cc1ccccc1)c1ccccn1

Retrieved one by one from the entries so far (two):
Runt-SMMHC FRET | NCF1 inh | Runt-CBFb FRET | Furin inhibitor | p97 inhibitor | TbHK1 inh | RBBP9 inh | m-calpain inh | EBV gp42 inh | SMILES
-4 | -10 | 0 | -16 | -3 | 3 | -2 | 10 | -27 | O=C(O)CCCn1nc(C(F)(F)F)c2c1CCCCC2
-4 | -4 | -1 | 2 | 4 | -17 | -5 | -1 | -14 | CCOCC(=O)N1CCN(c2ccc([N+](=O)[O-])cc2)CC1

Additional structures.
Runt-SMMHC FRET | NCF1 inh | Runt-CBFb FRET | Furin inhibitor | p97 inhibitor | TbHK1 inh | RBBP9 inh | m-calpain inh | EBV gp42 inh | SMILES
0 | -6 | 0 | -14[20 µM] | -1 | -5 | -3 | -43 | -14 | Cc1ccc(C)c(NC(=O)c2ccc3ccccc3n2)c1
-8 | -6 | -7 | 1 | -6 | 19 | 4 | 22 | 3 | Cc1ccc(-c2nnc(CSc3nnc(COc4ccccc4)n3-c3ccc(C)cc3)o2)cc1
2 | -3 | 2 | -14[20 µM] | 5 | -14 | -5 | 4 | 0 | Cc1c(N2C(=O)/C(=C/c3ccccc3)SC2=S)c(=O)n(-c2ccccc2)n1C
1 | -10 | 0 | 4 | -8 | 4 | -9 | 6 | -9 | O=C(Nc1ccc(F)cc1)N1CCCN(c2ccc(C(F)(F)F)cn2)CC1
-2 | -3 | -1 | -20 | 3 | -8 | 3 | -3 | -10 | O=c1c2cc(Cl)ccc2nc(-c2ccc([N+](=O)[O-])cc2)n1O
2 | -3 | -2 | -13 | 4 | 0 | -6 | 14 | -16 | COCCSc1nnc(NC(=O)C2CCCO2)s1 (stereo not given)
2 | -10 | 1 | -24[20 µM] | 2 | 3 | 1 | 16 | -8 | Cn1c(=O)n(C)c2cc(S(=O)(=O)NCCOCCO)ccc21
-34 | -35 | -10 | -22 | 3 | 2 | -5 | -69 | -64 | Cc1ccc(/C=C2\SC(=S)N(CCC(=O)NNS(=O)(=O)c3ccc(C)cc3)C2=O)cc1
-8 | 75* | 2 | -4 | 5 | -9 | -3 | 11 | -19 | N#CC(C(N)=O)=C1CCCCC1
3 | 2 | 2 | -13 | -1 | -9 | -3 | -7 | -8 | CC(C)(C)NC(=O)/C(=C\c1ccccc1F)NC(=O)c1ccc([N+](=O)[O-])cc1
-1 | -8 | 2 | -11 | -2 | -3 | -5 | -7 | -7 | COC(=O)CNC(c1ccccc1)c1cc(Br)ccc1N (stereo not given)
2 | -20 | 0 | -30 | -2 | 1 | 0 | -10 | -6 | CCn1c(SCC(=O)NC2CCCC2)nnc1-c1c[nH]c2ccccc12
-5 | 0 | 5 | -13[20 µM] | 0 | -5 | -10 | 2 | -22 | COc1ccc(-n2c(C)c([N+](=O)[O-])c3ccc(O)c(CN4CCCCC4)c32)cc1
2 | -6 | 0 | -23 | 0 | 0 | -11 | -24 | -9 | CCN(CC)S(=O)(=O)c1ccc(NC(=O)CSc2nnc(-c3ccc(F)cc3)o2)cc1
-1 | -6 | -1 | -15[20 µM] | -4 | -1 | -2 | -26 | 5 | COc1ccc(NC(=O)CSc2ncnc3c2cnn3Cc2ccccc2)cc1OC
-8 | 4 | 2 | -16[20 µM] | -4 | 13 | 8 | 19 | -5 | O=C(c1cc2ncc(Br)cn2n1)N1CCOCC1
-3 | -6 | 1 | -14[20 µM] | -5 | 1 | 6 | 12 | -5 | COc1ccc(NC(=O)CN2CCC(C)CC2)cc1
-6 | -13 | -4 | -9 | 0 | -10 | -4 | -47 | -2 | COc1ccc2c(c1)c(CC(=O)OCC(=O)O)c(C)n2C(=O)c1ccc(Cl)cc1
-1 | -9 | -1 | -22 | 4 | -10 | 0 | -7 | -2 | O=[N+]([O-])c1ccc2[nH]c(O)c(N=NC3CCS(=O)(=O)C3)c2c1 (stereo not given)
15 | -38 | 10 | -11 | 4 | 5 | 2 | -42 | -36 | CC(NC(=O)/C(C#N)=C1\N=C(NC(=O)c2cccs2)c2ccccc21)c1ccccc1 (stereo not given)
1 | 1 | 1 | -14 | -3 | -4 | 23* | -4 | -3 | CCOC(=O)C1CCCN(C(=S)Nc2ccc(F)cc2)C1 (stereo not given)
1 | -16 | -1 | -33 | 5 | -7 | -4 | -11 | -8 | O=C(NNC1=Nc2cc([N+](=O)[O-])ccc2OC1)c1ccccc1Cl
0 | 2 | 2 | -6[20 µM] | 5 | -2 | -1 | -35 | 3 | Cc1cc(C(=O)NNC(=S)NCC(C)C)no1
2 | -9 | -3 | -24 | -1 | -6 | -3 | -9 | -18 | C/C(=N\S(=O)(=O)c1ccc(C)cc1)N1CCN(S(=O)(=O)c2ccccc2)C1
-6 | -7 | -3 | -15[20 µM] | 1 | -23 | 7 | -22 | -6 | Cc1nc2cc(Nc3nnc(-c4ccccc4)c4ccccc34)ccc2n1C
-9 | -8 | -4 | -26 | 5 | -2 | -2 | -12 | -35 | CCCCCCn1c(COc2ccccc2F)nnc1SCC(=O)c1c(N)n(C)c(=O)n(C)c1=O
-11 | 7 | 1 | -13[20 µM] | -4 | -11 | -12 | -46 | -12 | COC(=O)C1=C(C(=O)OC)C2(OC1c1ccccc1C)C(=O)c1ccccc1C2=O (stereo not given)
3 | -4 | 0 | -6 | -4 | 11 | -6 | 0 | -9 | O=C(CN1C(=O)CC(c2ccccc2)S(=O)(=O)c2ccccc21)NC1CCCC1 (stereo not given)
3 | -8 | 1 | -9 | 2 | 1 | -4 | -26 | 1 | Cc1ccc(C(=O)Oc2cc(N)n(S(=O)(=O)c3ccc(C)cc3)n2)cc1
-8 | -6 | -2 | -11 | 8 | -1 | -1 | 26 | -19 | N#Cc1cccc(Cn2cc(C(F)(F)F)ccc2=O)c1
